Screening data deposited in PubChem by several laboratories.
DNMT1 block – DNMT1 (human) enzyme inhibition | P26358 | inhibition (reported as % activation of signal), % at 10 µM | AID 588458 | hit rate 0.83% among 360,000 | DNMT1 molecular beacon, Hinp1I cleavage, fluorescence; in the data active = inhibition above about 50%
Target sequence (P26358 504-1616 limits assumed): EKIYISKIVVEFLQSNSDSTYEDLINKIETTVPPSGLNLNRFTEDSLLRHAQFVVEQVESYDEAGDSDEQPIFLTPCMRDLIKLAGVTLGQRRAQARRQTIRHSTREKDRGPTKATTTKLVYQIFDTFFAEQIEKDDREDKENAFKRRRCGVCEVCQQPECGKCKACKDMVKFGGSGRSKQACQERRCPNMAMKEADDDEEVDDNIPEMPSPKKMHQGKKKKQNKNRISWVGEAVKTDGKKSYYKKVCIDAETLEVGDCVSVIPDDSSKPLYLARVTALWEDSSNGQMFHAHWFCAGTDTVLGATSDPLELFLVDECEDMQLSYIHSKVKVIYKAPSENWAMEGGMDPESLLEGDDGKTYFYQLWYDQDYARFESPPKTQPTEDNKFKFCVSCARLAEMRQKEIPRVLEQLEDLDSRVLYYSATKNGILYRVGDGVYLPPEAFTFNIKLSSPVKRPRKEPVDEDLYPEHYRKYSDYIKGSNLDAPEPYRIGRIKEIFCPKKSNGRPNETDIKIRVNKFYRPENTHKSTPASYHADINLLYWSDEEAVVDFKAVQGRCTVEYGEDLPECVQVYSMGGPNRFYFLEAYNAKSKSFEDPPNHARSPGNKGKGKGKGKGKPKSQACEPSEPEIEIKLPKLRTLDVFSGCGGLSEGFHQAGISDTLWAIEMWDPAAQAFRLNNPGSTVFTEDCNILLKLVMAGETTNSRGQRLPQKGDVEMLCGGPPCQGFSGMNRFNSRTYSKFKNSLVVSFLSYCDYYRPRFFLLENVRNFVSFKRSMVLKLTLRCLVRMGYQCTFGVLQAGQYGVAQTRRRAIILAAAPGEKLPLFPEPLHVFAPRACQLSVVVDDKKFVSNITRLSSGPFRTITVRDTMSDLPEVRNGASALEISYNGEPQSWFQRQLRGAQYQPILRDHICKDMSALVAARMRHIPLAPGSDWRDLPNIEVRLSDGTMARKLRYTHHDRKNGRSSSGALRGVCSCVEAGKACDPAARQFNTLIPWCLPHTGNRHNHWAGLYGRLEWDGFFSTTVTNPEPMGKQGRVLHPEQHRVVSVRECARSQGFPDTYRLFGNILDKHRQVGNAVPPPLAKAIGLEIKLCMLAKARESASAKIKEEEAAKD
Scp1 inh – inhibitors of human Scp-1 phosphatase; Q9GZU7; Recombinant Scp1, phosphopeptide, malachite green phosphate absorbance; inhibition, % at 20 µM; hit rate 0.88% among 340,000; AID 493091;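 active = inhibition above about 50% at 20 µM, limit read from the data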;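 also: plate controls were DMSO wells with enzyme for no effect and wells lacking enzyme for full effect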
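Test system: SCP-1 catalytic domain; Buffer or medium: Acidic Tris acetate buffer with magnesium and detergent; Also added: Phosphorylated 17-residue peptide substrate; Compound: single 20 µM dose, 1% DMSO; Schedule: enzyme reaction 45 min at room temperature, colour 5 min, stabilisation 30 min; Signal: Phosphate-binding colour reagent, absorbance read at 630 nm.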
NRP1-CendR mod – modulators of CendR peptide binding to human neuropilin-1; FAM-RPARPAR peptide binding to NRP-1, fluorescence polarization; inhibition, % at 25 µM; hit rate 0.85% among 360,000;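 active = inhibition or corrected inhibition above about 18%, plus a signal ratio from 0.5 to 1.5, limit read from the data, passing the limit was not always enough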; also: strong numbers were not always called active
bovine MsrA act – bovine methionine sulfoxide reductase A activation; purified bovine MsrA, absorbance read-out; activation, % at 10.6 µM; hit rate 0.3% among 360,000; AID 602163; in the data active = activation above about 7.5%;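 also: 0% = vehicle and 100% = reference activator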
SUMO1-SIM PPI – alters human SUMO1 binding to SIM partners; hit rate 0.33% among 360,000; P63165; SUMO1 binding to a labelled peptide, TR-FRET, 1 h; inhibition, % at 20 µM; in the data active = inhibition above about 37%
MsrA inhibitor – bovine MsrA inhibition. purified bovine MsrA, absorbance read-out. inhibition, % at 15.5 µM. hit rate 0.75% among 360,000; in the data active = inhibition above about 4.5%;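 also: 0% = vehicle wells with enzyme and 100% = reference inhibitor wells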
LMPTP inh – blocks human LMPTP phosphatase; P24666; recombinant LMPTP-A, OMFP fluorogenic substrate, fluorescence intensity; inhibition, % at 20 µM; hit rate 0.22% among 360,000;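 active = compounds that cut the enzyme signal by at least half of the control window in the single-dose screen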;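 also: plate controls were DMSO wells with enzyme plus substrate for no effect and substrate without enzyme for full effect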
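Test system: LMPTP-A phosphatase enzyme. Amount: LMPTP-A at 0.625 nM final in the reaction. Reagent: OMFP substrate, 400 µM final. Times: 50 min at room temperature. Signal: endpoint fluorescence intensity from OMFP dephosphorylation. Read-out basis: % inhibition. Benchmarks: no-enzyme and uninhibited controls.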
E coli Lon inh – inhibitors of E. coli Lon protease. inhibition, % at 7.94 µM. hit rate 0.42% among 360,000. purified E. coli Lon protease, fluorescence polarization. P0A9M0. AID 602123; in the data active = inhibition above about 13%, passing the limit was not always enough;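 also: 0% = enzyme with probe and DMSO and 100% = no enzyme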
Tb MetRS inh – blocks T. brucei methionyl-tRNA synthetase activity; AID 624268; purified T. brucei MetRS, ATP depletion, Kinase-Glo luminescence; hit rate 0.4% among 360,000; inhibition, % at 11.9 µM;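 active = inhibition above a per-plate cutoff of the control wells' mean inhibition plus 3 SD, cut at about 5.5% in these data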;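 also: 0% = DMSO wells median and 100% = median of wells with control inhibitor compound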
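System: purified T. brucei MetRS enzyme / Detection: Kinase-Glo luciferase luminescence reporting remaining unconsumed ATP / Medium: HEPES buffer with MgCl2, KCl, DTT, spermine, BSA, pyrophosphatase / Replication: singlicate, one well per compound / Evaluation: percent inhibition relative to median high and low control wells / Schedule: 2 h aminoacylation at 25 °C after 15 min preincubation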
STEP block – STEP (human) phosphatase inhibition | recombinant STEP, OMFP fluorogenic substrate, fluorescence | AID 588621 | hit rate 0.25% among 360,000 | inhibition, % at 20 µM | P54829;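 active = inhibition at 20 µM, scaled per plate between control wells, above about 37%, limit read from the data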;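 also: 0% = DMSO with enzyme and substrate and 100% = substrate only without enzyme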
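medium = Bis-Tris buffer pH 6.0, 2.5 mM DTT, 0.005% Tween 20 | test system = STEP (striatal-enriched tyrosine phosphatase) enzyme, cell-free | measure = normalized % inhibition | compound dosing = 20 µM, 1% DMSO | also added = 25 µM OMFP | schedule = reaction 20 min, ambient temperature | measured by = fluorescence read at 480 nm ex / 540 nm em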
Numbers without * were called inactive.

What do the screens show for `CS(=O)(=O)c1ccc(NC(=O)C2CC(=O)N(c3ccc4c(c3)OCCO4)C2)cc1` (stereo unspecified)?
DNMT1 block: 0.1; Scp1 inh: -1.2; NRP1-CendR mod: 3.3; bovine MsrA act: -4.3; SUMO1-SIM PPI: -1.0; MsrA inhibitor: 1.0; LMPTP inh: -0.9; E coli Lon inh: -6.9; Tb MetRS inh: -0.6; STEP block: 0.3

How did Cc1cc(=O)[nH]c(SCC(=O)N2CCC(Cc3ccccc3)CC2)n1 do in these assays?
DNMT1 block: 0.9; Scp1 inh: -6.1; NRP1-CendR mod: -8.3; bovine MsrA act: -3.0; SUMO1-SIM PPI: 2.0; MsrA inhibitor: 1.4; LMPTP inh: -0.6; E coli Lon inh: -1.5; Tb MetRS inh: -0.6; STEP block: -3.1

Results for CCOC(=O)N1CCN(Cc2nc(-c3cccc(Cl)c3)no2)CC1 ?
DNMT1 block: 10.5; Scp1 inh: -11.6; NRP1-CendR mod: 7.6; bovine MsrA act: -13.9; SUMO1-SIM PPI: 0.6; MsrA inhibitor: 1.1; LMPTP inh: -0.7; E coli Lon inh: 4.3; Tb MetRS inh: 2.1; STEP block: -1.7

What do the screens show for `COCCN1C(=O)N[C@@H](c2cccc(F)c2)C(C(=O)OC)=C1C`?
DNMT1 block: 6.9; Scp1 inh: -7.7; NRP1-CendR mod: 18.5; bovine MsrA act: -1.1; SUMO1-SIM PPI: -0.6; MsrA inhibitor: 0.0; LMPTP inh: -0.6; E coli Lon inh: -7.8; Tb MetRS inh: -0.1; STEP block: -1.1

Results for O=C(CSCc1ccc([N+](=O)[O-])cc1)Nc1ccc(S(=O)(=O)N2CCCCCC2)cc1 ?
DNMT1 block: -10.6; Scp1 inh: -9.8; NRP1-CendR mod: 1.4; bovine MsrA act: -3.9; SUMO1-SIM PPI: -9.1; MsrA inhibitor: -0.4; LMPTP inh: 3.2; E coli Lon inh: 4.6; Tb MetRS inh: -0.7; STEP block: 2.7

How did Cc1ccc(OCCCC(=O)N2CCOCC2)cc1 do in these assays?
DNMT1 block: 8.5; Scp1 inh: -6.7; NRP1-CendR mod: -22.1; bovine MsrA act: -1.9; SUMO1-SIM PPI: -3.1; MsrA inhibitor: -1.1; LMPTP inh: -0.5; E coli Lon inh: -2.7; Tb MetRS inh: -0.8; STEP block: -2.4

Results for C=CCN(C(=O)CCC(=O)O)C1CC(=O)N(c2ccc(OC)cc2)C1=O (stereo unspecified) ?
DNMT1 block: -0.7; Scp1 inh: 5.6; NRP1-CendR mod: -9.3; bovine MsrA act: -2.4; SUMO1-SIM PPI: 2.4; MsrA inhibitor: -0.2; LMPTP inh: 0.0; E coli Lon inh: -2.3; Tb MetRS inh: -1.3; STEP block: -13.1

What do the screens show for `COc1ccc(S(=O)(=O)N2CCOCC2)cc1NC(=O)c1ccc(SC)cc1OC`?
DNMT1 block: -14.5; NRP1-CendR mod: -5.1; bovine MsrA act: -1.8; SUMO1-SIM PPI: -11.1; MsrA inhibitor: 0.6; LMPTP inh: 2.1; E coli Lon inh: -9.7; Tb MetRS inh: 0.8; STEP block: 1.5

What do the screens show for `O=C1CCC[C@@H]2Cc3[nH]c4c(Cl)ccc(Cl)c4c3[C@@H]3CCN1[C@H]23`?
DNMT1 block: -9.8; Scp1 inh: -8.1; NRP1-CendR mod: 2.3; bovine MsrA act: -2.9; SUMO1-SIM PPI: 3.9; MsrA inhibitor: -1.6; LMPTP inh: 1.0; E coli Lon inh: -4.5; Tb MetRS inh: -0.2; STEP block: -1.3

What do the screens show for `Cn1c(=O)c2cc(NC(=S)NC3CCCCC3)ccc2n1-c1ccccc1`?
DNMT1 block: -7.2; NRP1-CendR mod: -2.1; bovine MsrA act: -0.9; SUMO1-SIM PPI: -3.0; MsrA inhibitor: -0.8; LMPTP inh: 1.1; E coli Lon inh: -3.0; Tb MetRS inh: 0.1; STEP block: 4.0

Results for CCCNC(=O)c1cc(C2CCCCN2S(=O)(=O)c2ccc(C#N)cc2)on1 (stereo unspecified) ?
DNMT1 block: 5.3; NRP1-CendR mod: -13.5; bovine MsrA act: -1.3; SUMO1-SIM PPI: 1.8; MsrA inhibitor: -0.3; LMPTP inh: -1.6; E coli Lon inh: 10.1; Tb MetRS inh: 0.1; STEP block: -2.6

How did COc1ccc(Cc2nc3ccc(C(=O)N4CCC(C(N)=O)CC4)cc3o2)cc1 do in these assays?
DNMT1 block: 5.1; NRP1-CendR mod: 4.5; bovine MsrA act: -1.7; SUMO1-SIM PPI: 6.7; MsrA inhibitor: -0.4; LMPTP inh: -2.5; E coli Lon inh: -7.5; Tb MetRS inh: 0.0; STEP block: -2.1

How did CCN(CC(=O)NCc1cccs1)C(=O)c1cccc(S(=O)(=O)N2CCc3ccccc32)c1 do in these assays?
DNMT1 block: -1.0; Scp1 inh: -4.0; NRP1-CendR mod: 7.4; bovine MsrA act: -1.6; SUMO1-SIM PPI: 0.4; MsrA inhibitor: -0.9; LMPTP inh: -1.0; E coli Lon inh: -6.2; Tb MetRS inh: 0.3; STEP block: 0.5

Results for COC(=O)C(O)(CC(=O)Nc1ccc(Cl)cc1F)C(F)(F)F (stereo unspecified) ?
DNMT1 block: 3.1; Scp1 inh: -5.9; NRP1-CendR mod: 8.3; bovine MsrA act: -1.1; SUMO1-SIM PPI: 0.8; MsrA inhibitor: -0.8; LMPTP inh: 0.7; E coli Lon inh: -0.6; Tb MetRS inh: 0.5; STEP block: -2.9

What do the screens show for `Cc1cc(-c2onc(C)c2C(=O)O)no1`?
DNMT1 block: 0.8; Scp1 inh: -8.9; NRP1-CendR mod: -6.6; bovine MsrA act: 3.1; SUMO1-SIM PPI: 2.7; MsrA inhibitor: -0.8; LMPTP inh: -1.1; E coli Lon inh: -1.7; Tb MetRS inh: -0.6; STEP block: 1.2

How did CC(C)Oc1cccc(C(=O)Nc2ccc(CN3CCOCC3)cc2)c1 do in these assays?
DNMT1 block: 2.7; Scp1 inh: -2.7; NRP1-CendR mod: 3.3; bovine MsrA act: -3.7; SUMO1-SIM PPI: 0.2; MsrA inhibitor: -0.6; LMPTP inh: 0.6; E coli Lon inh: -10.5; Tb MetRS inh: -1.0; STEP block: 1.1

How did CN(C)c1ccc(/C=N\NC(=O)c2ccc(Cn3cc(Cl)cn3)cc2)cc1 do in these assays?
DNMT1 block: 4.4; Scp1 inh: 4.0; NRP1-CendR mod: -4.1; bovine MsrA act: -3.2; SUMO1-SIM PPI: -6.1; MsrA inhibitor: 4.1; LMPTP inh: -2.1; E coli Lon inh: -12.3; Tb MetRS inh: -0.4; STEP block: -2.4

How did Cn1nc(-c2ccc(S(N)(=O)=O)s2)cc1C(F)(F)F do in these assays?
DNMT1 block: 0.2; Scp1 inh: 0.1; NRP1-CendR mod: 16.0; bovine MsrA act: -3.2; SUMO1-SIM PPI: 9.6; MsrA inhibitor: 0.4; LMPTP inh: -0.3; E coli Lon inh: 2.2; Tb MetRS inh: -0.5; STEP block: 1.5

How did Cc1ccc(NNC(=O)c2cc(C)on2)c(C)c1 do in these assays?
DNMT1 block: -1.3; Scp1 inh: -8.9; NRP1-CendR mod: -0.7; bovine MsrA act: -3.6; SUMO1-SIM PPI: 0.0; MsrA inhibitor: -1.7; LMPTP inh: -1.0; E coli Lon inh: 2.9; Tb MetRS inh: -0.4; STEP block: -2.6

Results for CSc1ccc(CNc2nc3ccccc3n3cnnc23)cc1 ?
DNMT1 block: -1.7; Scp1 inh: -4.3; NRP1-CendR mod: 8.6; bovine MsrA act: -4.1; SUMO1-SIM PPI: -4.1; MsrA inhibitor: -1.4; LMPTP inh: -0.3; E coli Lon inh: -18.1; Tb MetRS inh: -0.4; STEP block: -2.0

Random excerpt: 2 compounds from above.
How did CN(C)c1ccc(/C=N\NC(=O)c2ccc(Cn3cc(Cl)cn3)cc2)cc1 do in these assays?
DNMT1 block: 4.4; Scp1 inh: 4.0; NRP1-CendR mod: -4.1; bovine MsrA act: -3.2; SUMO1-SIM PPI: -6.1; MsrA inhibitor: 4.1; LMPTP inh: -2.1; E coli Lon inh: -12.3; Tb MetRS inh: -0.4; STEP block: -2.4

How did COc1ccc(Cc2nc3ccc(C(=O)N4CCC(C(N)=O)CC4)cc3o2)cc1 do in these assays?
DNMT1 block: 5.1; NRP1-CendR mod: 4.5; bovine MsrA act: -1.7; SUMO1-SIM PPI: 6.7; MsrA inhibitor: -0.4; LMPTP inh: -2.5; E coli Lon inh: -7.5; Tb MetRS inh: 0.0; STEP block: -2.1

Next section:
What do the screens show for `O=C(c1cc2cc(F)ccc2[nH]1)N1CCc2ccccc2C1`?
DNMT1 block: -5.1; Scp1 inh: -8.8; NRP1-CendR mod: 0.2; bovine MsrA act: 2.4; SUMO1-SIM PPI: -5.7; MsrA inhibitor: 0.6; LMPTP inh: 1.7; E coli Lon inh: -9.2; Tb MetRS inh: -0.1; STEP block: 1.5

What do the screens show for `Cc1cccc(C)c1NC(=O)N1C2CCC1CC(O)(c1cccnc1)C2` (stereo unspecified)?
DNMT1 block: -0.3; Scp1 inh: -0.4; NRP1-CendR mod: -7.2; bovine MsrA act: -0.9; SUMO1-SIM PPI: -0.3; MsrA inhibitor: 0.0; LMPTP inh: -0.3; E coli Lon inh: -4.7; Tb MetRS inh: -0.6; STEP block: -1.9

Results for O=C(COC(=O)c1ccc(S(=O)(=O)N2CCCCC2)cc1)Nc1ccccc1 ?
DNMT1 block: 5.4; Scp1 inh: -1.1; NRP1-CendR mod: 1.3; bovine MsrA act: -9.4; SUMO1-SIM PPI: -0.5; MsrA inhibitor: -1.3; LMPTP inh: 1.2; E coli Lon inh: 6.3; Tb MetRS inh: -0.5; STEP block: -0.6

Results for Oc1ccc(C=NNC(=S)Nc2cccnc2)nc1 ?
DNMT1 block: -1.4; Scp1 inh: -5.3; NRP1-CendR mod: -10.5; bovine MsrA act: -2.7; SUMO1-SIM PPI: 36.8; MsrA inhibitor: 7.0*; LMPTP inh: -3.5; E coli Lon inh: 9.7; Tb MetRS inh: 0.5; STEP block: 3.1

What do the screens show for `CC(c1ccccc1)n1cnc2ccccc21` (stereo unspecified)?
DNMT1 block: 2.2; Scp1 inh: 4.6; NRP1-CendR mod: 3.2; bovine MsrA act: -13.1; SUMO1-SIM PPI: 0.6; MsrA inhibitor: -0.1; LMPTP inh: 0.3; E coli Lon inh: -4.3; Tb MetRS inh: -0.1; STEP block: -2.7

What do the screens show for `Cn1c(=O)oc2cc(S(=O)(=O)N3CCCC(C(=O)NCc4ccc5c(c4)OCO5)C3)ccc21` (stereo unspecified)?
DNMT1 block: -1.8; Scp1 inh: -6.0; NRP1-CendR mod: -2.7; bovine MsrA act: 1.7; SUMO1-SIM PPI: 2.2; MsrA inhibitor: -1.2; LMPTP inh: -0.5; E coli Lon inh: -13.4; Tb MetRS inh: 0.1; STEP block: 0.7

Hits appear at their usual frequency (roughly 4.3% active in at least one column).
